Screening results (PubChem BioAssay)
K1F lysis inhibition: protection from phage-mediated lysis, alamar blue read-out – E. coli UTI89, K1F phage, bacterial capsule biogenesis inhibitors (AID 488966); E. coli UTI89 K1F phage lysis, alamar blue, 2 h; higher % means a stronger effect; inhibition, % at 100 µM, or IC50 in µM where a hit was titrated; 0.02% of 340,000 active;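 active = phage lysis inhibition, versus mean bacterial control, above a set limit; inconclusive = no clear call, values can overlap the other calls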;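 also: capsule biogenesis inhibitors block K1F phage lysis so surviving cells raise fluorescence; higher fluorescence means more inhibition of phage lysis; actives were called in the ten point dose series up to 300 µM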
NTR1 ag: NTR1-driven beta-arrestin-GFP spot formation – imaging, U2OS cells, high content, primary screen (AID 493036) | agonist mode | activation, % at 20 µM | P30989 | 0.17% of 330,000 active;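 active = activation at or above 40% of the spot to cytoplasm intensity ratio, with at least 20 cells analyzed; inconclusive = wells under 20 cells, flagged as cytotoxic or low count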;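 also: 0% = DMSO without peptide and 100% = 100 nM NTR1 peptide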
Target sequence (P30989 whole entry, looked up): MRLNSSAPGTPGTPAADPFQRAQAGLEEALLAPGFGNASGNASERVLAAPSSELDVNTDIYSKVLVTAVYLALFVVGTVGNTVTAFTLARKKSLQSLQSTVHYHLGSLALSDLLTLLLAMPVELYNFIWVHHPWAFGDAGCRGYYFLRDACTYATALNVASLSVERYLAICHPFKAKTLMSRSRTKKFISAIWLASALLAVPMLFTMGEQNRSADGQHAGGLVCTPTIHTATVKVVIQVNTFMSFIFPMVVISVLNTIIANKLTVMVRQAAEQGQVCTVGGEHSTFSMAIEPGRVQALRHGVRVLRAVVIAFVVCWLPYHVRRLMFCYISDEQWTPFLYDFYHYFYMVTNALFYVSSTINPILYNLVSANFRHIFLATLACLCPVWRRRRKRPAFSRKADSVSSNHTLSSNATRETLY
GPR55 beta-arrestin: GPR55 agonists via beta-arrestin recruitment, primary screen, imaging, U2OS cells, beta-arrestin-GFP redistribution (AID 1961). 0.048% of 290,000 active. activation, % at 10 µM; hits with a dose series show EC50 in µM. U2OS GPR55 beta-arrestin-GFP redistribution imaging; higher % means a stronger effect;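 active = activation above 40% with more than 50 cells counted in the well; inconclusive = wells holding fewer than 50 cells, flagged as toxic or sparse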;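 also: U2OS osteosarcoma cells stably expressing GPR55 and beta-arrestin-GFP; plate controls were DMSO negative control for no effect and LPI positive control for full effect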
GPR55 LPI antagonism: inhibition of LPI-stimulated GPR55 beta-arrestin translocation – imaging, U2OS, beta-arrestin-GFP, LPI agonist, primary screen (AID 2013) | U2OS GPR55 beta-arrestin-GFP translocation imaging, LPI antagonism; higher % means a stronger effect | inhibition, % at 10 µM; hits with a dose series show IC50 in µM | 0.13% of 290,000 active;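 active = spots per cell inhibited over 60%, with over 100 cells counted and total cytoplasm intensity under 500,000; inconclusive = wells with under 100 cells, flagged as likely toxic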;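 also: U2OS cells stably carrying GPR55 and arrestin-GFP stimulated by 5 µM LPI near EC80; imaged beta-arrestin-GFP aggregate spots per cell after agonist stimulation; plate controls were LPI-stimulated DMSO wells for no effect and DMSO wells without LPI for full effect; some results filed as inactive read as strong as hits; confirmed hits need IC50 under 10 µM and bright autofluorescent wells are also inconclusive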
KOR beta-arrestin-1: kappa opioid receptor blockers – cell-based, luminescence, uHTS (AID 1778); KOR beta-arrestin recruitment, luminescence, antagonist mode; higher % means a stronger effect; one-dose inhibition, % at 10 µM; IC50 in µM for titrated hits; 0.091% of 290,000 active; in the data active = inhibition above about 50%; also: strong numbers were not always called active
KOR beta-arrestin-2: KOR agonists, beta-arrestin recruitment, primary screen, cell-based, luminescence, uHTS (AID 1777). one-dose activation, % at 10 µM; EC50 in µM for titrated hits. 0.02% of 280,000 active. KOR beta-arrestin recruitment, luminescence; higher % means a stronger effect; in the data active = activation above about 50%, passing the limit was not always enough; also: a part of the inactive calls stands beside numbers as strong as those of hits
NOD1 inhibition: NOD1 signaling inhibitors, primary screen, cell-based, luminescence, uHTS (AID 1578) | 1% of 290,000 active | NOD1-driven NF-kB luciferase reporter cells, luminescence; higher % means a stronger effect | one-dose inhibition, % at 4 µM; EC50 in µM for titrated hits; in the data active = inhibition mostly above about 36%, no sharp cut-off; inactive = mostly below about 34%;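 also: HEK-293T reporter cells stimulated with the NOD1 agonist gamma-tri-DAP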
GPR35 antagonists: inhibition of zaprinast-stimulated GPR35 beta-arrestin translocation – imaging, U2OS, beta-arrestin-GFP, zaprinast agonist, primary screen (AID 2058) | U2OS GPR35 beta-arrestin-GFP translocation imaging, zaprinast antagonism; higher % means a stronger effect | 0.052% of 290,000 active | inhibition, % at 10 µM; hits with a dose series show IC50 in µM;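 active = inhibition of at least 50% with at least 30 cells and total cytoplasm GFP at most 10,000,000; inconclusive = under 30 cells or total GFP of 10,000,000 plus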
MgcRacGAP inhibition: MgcRacGAP GTPase-activating activity inhibitors, confirmation, biochemical, ADP Hunter fluorescence. MgcRacGAP-stimulated Rac1 GTP hydrolysis, ADP Hunter fluorescence; higher % means a stronger effect; GST-tagged Rac1 F28L mutant substrate. one-dose inhibition, % at 30 µM; IC50 in µM for titrated hits. 0.6% of 340,000 active;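 active = first-screen hits whose inhibition reached a set limit at any dose in the follow-up dose series; inconclusive = inhibition above the set first-screen limit but never retested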;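 also: fluorescence reports GDP produced by GAP-driven GTP hydrolysis; strong numbers were not always called active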
NTR1 ag cell count 20 µM: further read-out of NTR1 ag, marked with its call; cell count; measured here: cell count, cytotoxicity flag
The depositor's hits bear a star; i = inactive; ? = inconclusive; . = no result given; [ ] = another dose, or the depositor's remark. A portion of the library (hit frequency here may not be typical).

SMILES	K1F lysis inhibition	NTR1 ag	NTR1 ag cell count 20 µM	GPR55 beta-arrestin	GPR55 LPI antagonism	KOR beta-arrestin-1	KOR beta-arrestin-2	NOD1 inhibition	GPR35 antagonists	MgcRacGAP inhibition
Cc1ccc(-c2cc(C(=O)NCCCN3CCOCC3)c3ccc(Cl)c(C)c3n2)cc1	1.5%[50 µM]	3.5	58	-0.1%	13%	12%	-0.9%	-37%	17%	8%
Cc1cc([N+](=O)[O-])cc(C)c1OCC(=O)N/N=C/c1ccc(OC(=O)c2ccccc2Br)cc1	0.2%	5.2	55	-0.2%	10%	-3%	0.7%	-31%	-21%	10%
COc1cccc(/C=N/Nc2ncnc3c2ncn3Cc2ccccc2)c1O	6.5%	6.5	48	-0.3%	-2%	10%	-3.8%	21%	4%	8%
Clc1ccccc1OCCN1CCCCC1	2.3%	-0.1	56	-0.2%	-2%	-12%	0.6%	-6%	-7%	13%
CCCOc1ccc(C2c3c(oc4ccccc4c3=O)C(=O)N2CCCN2CCOCC2)cc1 (stereo not given)	3.1%	3.4	61	-0.2%	6%	22%	-2.6%	-16%	12%	9%
COc1ccccc1CNC(=O)c1cccnc1	0.2%	0.8	61	-0.2%	-10%	-2%	-2.0%	-5%	12%	11%
Oc1ccc2ccccc2c1C=Nc1ccc(N2CCOCC2)cc1	.	1.7	85	0.2%	6%	-36%	-0.5%	12%	6%	.
O=C(NCc1cccnc1)Nc1cccc(Cl)c1	0.0%	-0.9	57	-0.1%	0%	-48%[20 µM]	0.9%	-25%	4%	-8%
CC(=O)c1ccc(N(C(=O)Cn2nnc3ccccc32)C(C(=O)NCc2ccccc2)c2ccccn2)cc1 (stereo not given)	-1.5%	-1.4	63	-0.1%	-4%	-20%	2.4%	-23%	-2%	0%
O=C(O)CCSC(=S)N1CCOCC1	-2.6%[50 µM]	0.5	48	-0.1%	-10%	18%	-1.3%	3%	15%	-3%
Oc1ccc(-c2csc(Nc3ccccn3)n2)cc1	1.2%	3.0	44	-0.1%	10%	-17%	-1.5%	-7%	-1%	66µM*
O=C(C[n+]1ccc(C(=O)c2ccccc2)cc1)Nc1ccc(C(F)(F)F)cc1	0.8%	1.2	28	0.8%	11%	-12%	-1.5%	-16%	-6%	-2%
Cc1ccnc2ccc(SC(F)(F)F)cc12	0.6%	0.2	75	0.3%	3%	-26%	-2.1%	6%	11%	9%
O=C(NCC1CCCO1)c1ccc(S(=O)(=O)N2CCC(c3nc4ccc(Cl)cc4[nH]3)CC2)cc1 (stereo not given)	0.1%	-0.8	36	-0.5%	13%	2%	-9.2%	-26%	-6%	6%
Cc1ccc(CNS(=O)(=O)c2ccc(CN3C(=O)c4cccnc4C3=O)cc2)o1	0.0%	0.4	39	-0.1%	1%	-9%	5.4%	-30%	-10%	-6%
COc1cccc(-c2c(C(=O)N/N=C/c3sccc3C)nnn2-c2nonc2N)c1	0.6%	1.7	59	0.3%	5%	-12%	-0.9%	-1%	13%	9%
CNC(=S)NNC(=O)COc1ccccc1C	0.2%[50 µM]	0.1	47	-0.1%	4%	2%	0.2%	31%	16%	2%
O=C(N/N=C/c1ccc(O)cc1)c1cccc(C(F)(F)F)c1	1.8%	1.2	57	-0.1%	2%	5%	2.6%	-18%	7%	84µM*
CCSc1ncc(/C=N/Nc2ccccc2)n1C	0.8%	2.7	34	0.3%	-7%	43%	-4.4%	-42%	22%	10%
O=C1C2CCCN2C(c2cccc(Br)c2)N1c1ccc(F)cc1 (stereo not given)	1.0%	1.0	56	-0.1%	-5%	-8%	1.1%	-12%	-20%	8%
NNC(=O)[C@H]1C[C@@H]1c1ccccc1	0.2%	-1.0	87	0.6%	14%	6%	6.6%	-6%	-14%	11%
CCCN1C2CCCC1CC(NC(=S)NCCCOCC)C2 (stereo not given)	0.1%	0.3	32	-0.1%	5%	-6%	-3.5%	-28%	-7%	-1%
CC(=O)N1c2ccccc2CCc2ccc(N)cc21	0.1%	0.2	66	-0.3%	8%	-29%[20 µM]	-2.8%	-18%	4%	3%
CCOC(=O)[C@@H]1[C@H]2COc3ccc(Br)cc3[C@H]2N2C(=O)N(c3ccc(Cl)cc3)C(=O)[C@@]12C	.	5.1	93	-0.1%	8%	-11%[20 µM]	-3.1%	-11%	-15%	.
CCCn1nnnc1NCc1cc(Br)ccc1OC	0.9%	1.3	48	-0.1%	19%	-22%[20 µM]	.	26%	3%	5%

The list continues:
SMILES	K1F lysis inhibition	NTR1 ag	NTR1 ag cell count 20 µM	GPR55 beta-arrestin	GPR55 LPI antagonism	KOR beta-arrestin-1	KOR beta-arrestin-2	NOD1 inhibition	GPR35 antagonists	MgcRacGAP inhibition
CCc1nc(Nc2ccc3nccnc3c2)c2oc3ccccc3c2n1	0.2%	0.7	57	-0.2%	-5%	-38%	5.9%	24%	-5%	-1%
Cc1nn(-c2ccccc2)c2nc(Cl)c(C(=O)O)cc12	-0.1%	2.7	71	0.6%	12%	3%	5.0%	-18%	13%	10%
CS(=O)(=O)Nc1ccc(C(=O)NCC2CCCO2)cc1 (stereo not given)	0.2%	0.0	37	-0.2%	18%	25%	-1.3%	.	4%	7%
C=CCc1c(C)nc(C)nc1N/N=C/c1ccc(N(C)C)cc1	1.5%[50 µM]	-0.2	58	-0.1%	-1%	-12%	-7.5%	-19%	22%	20%
CCCCNC(=O)c1cccnc1SCC(=O)Nc1ccccc1OC	2.4%[50 µM]	0.3	74	1.1%	6%	-12%	-2.8%	-15%	5%	7%
CCCC1C(c2ccco2)NC(c2ccco2)CC1(C)O (stereo not given)	-0.7%	0.2	33	-0.3%	-3%	12%	3.5%	-5%	10%	?
CCOC(=O)C(CC(=O)c1ccccc1)CC(=O)c1ccccc1	1.8%[50 µM]	0.0	85	-0.1%	-4%	8%	-5.3%	-4%	-17%	.
COc1cc(S(=O)(=O)N(Cc2ccccn2)Cc2ccco2)ccc1-n1cnnn1	-0.5%	-0.1	59	-0.3%	-1%	-14%	0.3%	-7%	-2%	6%
CCOC(=O)c1c(N)n(CC(C)NC(=O)C2CC2)c2nc3ccccc3nc12 (stereo not given)	.	.	.	0.2%	5%	-12%	4.2%	-58%	-10%	.
COc1ccc(/C=C/C(=O)Nc2cc(S(=O)(=O)N3CCOCC3)ccc2N2CCCC2)cc1OC	-0.2%	3.3	39	0.8%	2%	-26%	0.5%	-30%	-9%	4%
CCCC(C(=O)NCc1ccco1)N(C(=O)CNS(=O)(=O)c1ccccc1)C1CCCC1 (stereo not given)	-1.0%[50 µM]	-0.6	50	0.3%	13%	-23%	5.4%	-13%	1%	7%
CC(=O)NCC(=O)N(C)C(C(=O)Nc1ccc(C(C)C)cc1)c1ccccc1 (stereo not given)	0.2%	-0.4	83	-0.1%	9%	-30%	3.0%	-22%	-1%	-6%
O=C(NC12CC3CC(CC(C3)C1)C2)N1CC2Cc3cccc(=O)n3C(C2)C1 (stereo not given)	1.5%	-0.2	43	0.6%	1%	0%	5.4%	-7%	3%	11%
CN(C)c1nc(SCCOC(=O)c2ccccc2)nc(N(C)C)n1	0.4%	10	46	-0.2%	-2%	0%	2.5%	-20%	-2%	6%
COc1cccc(NC(=O)N2C3CCCC2CC(NC(C)=O)C3)c1 (stereo not given)	0.3%	1.6	77	-0.3%	3%	-39%[20 µM]	7.6%	-8%	0%	-6%
O=C(c1ccc2c(c1)OCO2)N1CCN=C1SCc1cccnc1	i	-3.7	48	-0.2%	-24%	-2%	-3.8%	16%	10%	2%
CCC(C)NC(=O)CCS(=O)(=O)c1ccc2c(c1)n(C)c(=O)c(=O)n2C (stereo not given)	-4.6%	-0.4	62	-0.3%	7%	12%	-2.3%	-21%	-2%	-6%
COc1ccc(S(=O)(=O)Cc2ccc(C(=O)N3CCN(c4cccc(C)c4C)CC3)o2)cc1	-2.4%	7.4	50	-0.3%	-6%	22%	-0.2%	8%	-4%	2%
COc1cc(OC)cc(C(=O)N[C@H](C(=O)NCc2ccccc2)C(C)C)c1	0.2%	-0.3	106	0.0%	9%	-14%	-0.2%	-4%	4%	1%
CCOC(=O)N1CCN(C(=O)C(=O)N/N=C/c2ccc(OC)cc2OC)CC1	0.6%	1.1	57	-0.2%	-8%	18%	0.9%	-4%	-2%	12%
COC(=O)c1ccc(C2/C(=C(/O)c3ccc(Cl)cc3)C(=O)C(=O)N2C2CCS(=O)(=O)C2)cc1 (stereo not given)	0.5%	-0.8	62	-0.1%	8%	-15%	7.1%	-15%	1%	5%
Cc1cc(C)c2c(c1)/C(=N/NC(=O)c1ccc(O)cc1)CCC2	0.2%	7.1	39	0.4%	-2%	-23%	-1.4%	-44%	-1%	10%
O=C(NCCN1CCCCC1)c1ccco1	0.1%	1.0	42	-0.3%	4%	1%	-5.5%	-11%	8%	0%
C/C(=N\NC(=O)C(N)=O)c1ccc(OC(F)F)cc1	-0.1%	2.6	70	-0.7%	0%	8%	0.1%	-23%	-7%	-6%
CC1(C)C2CCC1(C)C(NC1=NCCC1)C2 (stereo not given)	2.5%	-2.5	77	-0.1%	-1%	-40%	1.7%	-19%	-10%	5%

Further structures
SMILES	K1F lysis inhibition	NTR1 ag	NTR1 ag cell count 20 µM	GPR55 beta-arrestin	GPR55 LPI antagonism	KOR beta-arrestin-1	KOR beta-arrestin-2	NOD1 inhibition	GPR35 antagonists	MgcRacGAP inhibition
CCN(CC)c1nc2c(c(=O)[nH]c(=O)n2C)n1Cc1ccccc1Cl	-0.4%	1.6	70	-0.1%	-4%	12%	-5.2%	-22%	-7%	12%
Cc1nnc(NC(=O)c2ccc(-c3ccc([N+](=O)[O-])cc3)o2)s1	0.3%[50 µM]	-0.6	58	-0.1%	0%	-12%	8.3%	-24%	1%	11%
Cc1ccc(OCCSc2nc3ccccc3n2CC(=O)O)cc1C	0.3%	-1.0	48	-0.2%	3%	-22%[20 µM]	0.7%	-20%	4%	9%
COc1cc(OC)c(NC(=O)Nc2ccc(OC)c(OC)c2)cc1Cl	0.1%	4.4	77	0.2%	-1%	16%	-0.6%	-36%	16%	4%
C=CCN(CC=C)CCOc1ccccc1[N+](=O)[O-]	-0.2%	-0.4	60	-0.3%	11%	13%	2.0%	-22%	-4%	12%
O=C(CNc1ccc2ccccc2c1)NNC1=NCCC1	0.2%	-0.4	87	-0.1%	0%	15%	-0.8%	-5%	-1%	-2%
